Screens deposited in PubChem BioAssay by several laboratories.
DNMT1 inh: human DNMT1 methyltransferase inhibitors, primary screen, biochemical, molecular beacon, fluorescence, HinP1I cleavage, uHTS. DNA (cytosine-5)-methyltransferase 1 (Homo sapiens), P26358. inhibition (reported as % activation of signal), % at 10 µM. hit rate 0.83% among 360,000. AID 588458, 2011; in the data active = inhibition above about 50%
NRP1-CendR mod: modulators of CendR peptide binding to NRP-1, primary screen, biochemical, fluorescence polarization, uHTS; hit rate 0.85% among 360,000; inhibition, % at 25 µM; FAM-RPARPAR peptide binding to NRP-1;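 active = inhibition or corrected inhibition above about 18%, plus a signal ratio from 0.5 to 1.5, limit read from the data, passing the limit was not always enough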; also: strong numbers were not always called active
LMPTP block: LMPTP phosphatase inhibitors, primary screen, biochemical, fluorescence intensity, uHTS. Low molecular weight phosphotyrosine protein phosphatase (Homo sapiens), P24666. recombinant LMPTP-A, OMFP fluorogenic substrate. inhibition, % at 20 µM. hit rate 0.22% among 360,000. AID 651560, 2012;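 active = compounds that cut the enzyme signal by at least half of the control window in the single-dose screen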;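 also: plate controls were DMSO wells with enzyme plus substrate for no effect and substrate without enzyme for full effect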
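Assay system: LMPTP-A phosphatase enzyme | Input: 0.625 nM enzyme | Also added: Fluorogenic phosphatase substrate OMFP at 400 µM final | Compound dosing: One test concentration per compound, 20 µM, with 3% DMSO overall | Schedule: 50 min enzyme reaction at room temperature, protected from light | Signal: Fluorescence intensity | Benchmarks: no-enzyme and uninhibited controls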
Tb MetRS inh: T. brucei MetRS inhibitors, primary screen, biochemical, luminescence | methionyl-tRNA synthetase (Trypanosoma brucei brucei) | purified T. brucei MetRS, ATP depletion, Kinase-Glo luminescence | inhibition, % at 11.9 µM | hit rate 0.4% among 360,000 | AID 624268, 2012;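 active = inhibition above a per-plate cutoff of the control wells' mean inhibition plus 3 SD, cut at about 5.5% in these data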;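 also: 0% = DMSO wells median and 100% = median of wells with control inhibitor compound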
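System: purified T. brucei MetRS enzyme / Detection: Kinase-Glo luciferase luminescence reporting remaining unconsumed ATP / Medium: HEPES buffer with MgCl2, KCl, DTT, spermine, BSA, pyrophosphatase / Replication: singlicate, one well per compound / Evaluation: percent inhibition relative to median high and low control wells / Schedule: 2 h aminoacylation at 25 °C after 15 min preincubation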
SUMO1-SIM PPI: modulators of SUMO1 protein-protein interactions, primary screen, biochemical, uHTS; SUMO1 binding to a labelled peptide, TR-FRET, 1 h; inhibition, % at 20 µM; hit rate 0.33% among 360,000; in the data active = inhibition above about 37%
Target sequence (P63165 whole entry, looked up): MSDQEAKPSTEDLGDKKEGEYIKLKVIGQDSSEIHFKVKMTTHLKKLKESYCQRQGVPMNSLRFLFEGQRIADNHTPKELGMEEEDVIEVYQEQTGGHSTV
NadD inh: inhibitors of S. aureus NadD, primary screen, biochemical, colorimetric, uHTS. AID 602399, 2012. purified NadD enzyme, colorimetric absorbance read-out. hit rate 0.78% among 360,000. Nicotinate-nucleotide adenylyltransferase NadD (Staphylococcus aureus N315). inhibition, % at 20 µM; in the data active = inhibition above about 26%; also: some compounds past the cut are filed as inactive
SKN-1 inh: suppressors of acrylamide-induced Pgst-4::GFP reporter in worms, primary screen, SKN-1 inhibitor project, whole organism, uHTS, GFP/RFP fluorescence ratio, strain VP596. AID 624304, 2012. C. elegans VP596 Pgst-4::GFP/RFP ratio, 24 h. hit rate 0.49% among 360,000. inhibition, % at 21.8 µM;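 active = interference check ratio from 0.5 to 1.5 plus GFP to RFP signal ratio inhibition reaching or exceeding a fixed threshold, cut at about 30% in these data, passing the limit was not always enough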; also: some compounds called inactive have numbers as strong as hits
Scp-1 inhibitor: Scp-1 phosphatase inhibitors, primary screen, biochemical, colorimetric, uHTS; Recombinant Scp1, phosphopeptide, malachite green phosphate absorbance; AID 493091, 2011; hit rate 0.88% among 340,000; inhibition, % at 20 µM;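 active = inhibition above about 50% at 20 µM, limit read from the data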;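 also: plate controls were DMSO wells with enzyme for no effect and wells lacking enzyme for full effect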
Target sequence (Q9GZU7 76-261 limits assumed): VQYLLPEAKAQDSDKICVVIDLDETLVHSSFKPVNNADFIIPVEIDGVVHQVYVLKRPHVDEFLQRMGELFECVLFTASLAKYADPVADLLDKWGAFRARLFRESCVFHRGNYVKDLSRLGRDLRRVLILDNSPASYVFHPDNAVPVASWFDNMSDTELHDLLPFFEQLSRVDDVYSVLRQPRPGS
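System: SCP-1 catalytic domain; Reagent: Phospho 17-mer peptide substrate; Doses: one concentration, 20 µM, with 1.0% DMSO; Incubation: 45 min room-temperature reaction, 5 min colour, 30 min stabiliser; Signal: Phosphate-binding colour reagent, absorbance read at 630 nm.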
Neddyl block: inhibitors of cullin neddylation, primary screen, biochemical, TR-FRET, uHTS, NAE and Ubc12; calls only at 25 µM; hit rate 0.58% among 360,000; AID 651699, 2012; in the data active = inhibition above about 36%
Target sequence (P61081 whole entry, looked up): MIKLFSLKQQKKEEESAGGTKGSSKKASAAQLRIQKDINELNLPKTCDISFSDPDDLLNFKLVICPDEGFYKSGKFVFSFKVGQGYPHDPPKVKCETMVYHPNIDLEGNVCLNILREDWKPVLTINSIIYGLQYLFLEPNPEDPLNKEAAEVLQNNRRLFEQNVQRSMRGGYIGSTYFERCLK
Target sequence (Q13564 whole entry, looked up): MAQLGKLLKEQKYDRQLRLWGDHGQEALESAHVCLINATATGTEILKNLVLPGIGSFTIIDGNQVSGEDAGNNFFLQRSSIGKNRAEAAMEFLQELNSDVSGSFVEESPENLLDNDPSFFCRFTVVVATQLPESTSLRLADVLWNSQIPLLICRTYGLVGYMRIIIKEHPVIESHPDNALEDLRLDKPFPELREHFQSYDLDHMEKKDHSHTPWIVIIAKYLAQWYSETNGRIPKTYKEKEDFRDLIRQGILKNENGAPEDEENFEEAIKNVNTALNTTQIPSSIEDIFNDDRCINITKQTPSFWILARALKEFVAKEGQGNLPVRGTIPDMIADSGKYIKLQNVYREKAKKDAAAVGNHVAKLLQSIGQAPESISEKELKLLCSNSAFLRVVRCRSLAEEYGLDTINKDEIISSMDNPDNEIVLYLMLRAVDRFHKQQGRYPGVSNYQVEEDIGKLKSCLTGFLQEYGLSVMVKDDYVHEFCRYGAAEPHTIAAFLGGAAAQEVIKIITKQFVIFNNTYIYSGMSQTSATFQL
STEP inh: STEP phosphatase inhibitors, primary screen, biochemical, fluorescence intensity, uHTS | recombinant STEP, OMFP fluorogenic substrate | hit rate 0.25% among 360,000 | inhibition, % at 20 µM | AID 588621, 2011;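 active = inhibition at 20 µM, scaled per plate between control wells, above about 37%, limit read from the data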;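 also: 0% = DMSO with enzyme and substrate and 100% = substrate only without enzyme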
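Also added – OMFP at 25 µM · Test system – STEP tyrosine phosphatase · Technique – FITC-channel fluorescence of OMFP product · Schedule – 20 min at room temperature, dark · Evaluation – control-normalized % inhibition with plate pattern correction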
An asterisk follows results filed as active.

CCOc1ccc(S(=O)(=O)N2CCN(S(=O)(=O)c3ccc(C(C)=O)cc3)CC2)cc1 was read as DNMT1 inh 18, NRP1-CendR mod 12, LMPTP block -2.9, Tb MetRS inh -0.6, SUMO1-SIM PPI 0, NadD inh 1, SKN-1 inh 22, Scp-1 inhibitor -7, Neddyl block inactive and STEP inh 0.
`COc1ccccc1CCNC(=O)CC1C(=O)NCCN1CCCc1ccccc1` (stereo not drawn) gave DNMT1 inh -5, NRP1-CendR mod -17, LMPTP block -1.5, Tb MetRS inh -0.8, SUMO1-SIM PPI 13, NadD inh 5, SKN-1 inh 5, Scp-1 inhibitor 7, Neddyl block inactive and STEP inh -2.
O=C(CCn1c(=O)sc2ccccc21)NCCC1=CCCCC1 was read as DNMT1 inh 2, NRP1-CendR mod 4, LMPTP block -0.4, Tb MetRS inh -0.3, SUMO1-SIM PPI 0, NadD inh -2, SKN-1 inh 3, Scp-1 inhibitor -3, Neddyl block inactive and STEP inh 1.
Screening CC(C)(C)OC(=O)C[C@@H]1C/C=C\C[C@@H](CC(=O)N[C@H](CO)Cc2ccccc2)C(=O)NC[C@@H](c2ccccc2)OC1=O returned DNMT1 inh 4, NRP1-CendR mod -9, LMPTP block -0.9, Tb MetRS inh -0.5, SUMO1-SIM PPI 1, NadD inh 1, SKN-1 inh -15, Scp-1 inhibitor -8, Neddyl block inactive and STEP inh -2.
CCc1ccc(C2=CC(c3cc(Br)ccc3F)n3ncnc3N2)cc1 (stereo not drawn) was read as DNMT1 inh 3, NRP1-CendR mod -2, LMPTP block 0.8, Tb MetRS inh -1.3, SUMO1-SIM PPI -9, NadD inh 7, SKN-1 inh -3, Scp-1 inhibitor -2 and STEP inh 2.
Nc1nc2ccc([N+](=O)[O-])cc2[nH]1 was read as DNMT1 inh 2, NRP1-CendR mod 0, LMPTP block 0.3, Tb MetRS inh -0.5, SUMO1-SIM PPI -19, NadD inh 0, SKN-1 inh 11, Scp-1 inhibitor -4, Neddyl block inactive and STEP inh -1.
Screening Cc1cccc(NC(=O)NNC(=O)c2cc3ccccc3cc2O)c1C returned DNMT1 inh -3, NRP1-CendR mod 1, LMPTP block -1.8, Tb MetRS inh 0.9, SUMO1-SIM PPI 6, NadD inh 6, SKN-1 inh 9, Scp-1 inhibitor -5, Neddyl block inactive and STEP inh 0.
Screening COc1ccccc1NC(=S)N1CCN(C(c2ccccc2)c2ccccc2)CC1 returned DNMT1 inh 4, NRP1-CendR mod -15, LMPTP block 1.0, Tb MetRS inh -1.2, SUMO1-SIM PPI 0, NadD inh 2, SKN-1 inh 3, Scp-1 inhibitor 6, Neddyl block inactive and STEP inh 2.
Screening CCOC(=O)c1ccc(NC(=O)N2CCN(C(=O)C3CCCO3)CC2)cc1 (stereo not drawn) returned DNMT1 inh 0, NRP1-CendR mod 2, LMPTP block -1.0, Tb MetRS inh -0.8, SUMO1-SIM PPI 12, NadD inh 1, SKN-1 inh 13, Scp-1 inhibitor -3, Neddyl block inactive and STEP inh -4.
Cc1ccc2c(c1)c1c(n2CC(O)Cn2c(C)nc3ccccc32)/C(=N\O)CCC1 (stereo not drawn) was read as DNMT1 inh -12, NRP1-CendR mod -12, LMPTP block 3.4, Tb MetRS inh 0.0, SUMO1-SIM PPI -3, NadD inh 22, SKN-1 inh 10, Scp-1 inhibitor -13, Neddyl block inactive and STEP inh 0.
Screening Cc1cccn2c(=O)c(C=O)c(N3CCN(c4ccc(F)cc4)CC3)nc12 returned DNMT1 inh -2, NRP1-CendR mod -3, LMPTP block -0.1, Tb MetRS inh -0.2, SUMO1-SIM PPI -13, NadD inh 1, SKN-1 inh 3, Scp-1 inhibitor -4, Neddyl block inactive and STEP inh -5.
COc1cccc(OCCOc2ccccc2[N+](=O)[O-])c1 was read as DNMT1 inh -1, NRP1-CendR mod -7, LMPTP block -1.2, Tb MetRS inh -0.9, SUMO1-SIM PPI -7, NadD inh -12, SKN-1 inh -7, Scp-1 inhibitor -14, Neddyl block inactive and STEP inh -1.
Screening Cc1nn(C)c(C(=O)Nc2ccn(C34CC5CC(CC(C5)C3)C4)n2)c1[N+](=O)[O-] returned DNMT1 inh 3, NRP1-CendR mod -2, LMPTP block 0.2, Tb MetRS inh -1.5, SUMO1-SIM PPI -5, NadD inh -2, SKN-1 inh -2, Scp-1 inhibitor 1, Neddyl block inactive and STEP inh -3.
For NC(=O)c1ccsc1NC(=O)CS(=O)(=O)c1ccc(F)cc1 the results were DNMT1 inh 0, NRP1-CendR mod -8, LMPTP block -0.3, Tb MetRS inh 0.0, SUMO1-SIM PPI -3, NadD inh 1, SKN-1 inh -8, Scp-1 inhibitor -3, Neddyl block inactive and STEP inh 1.
For Cc1cccc(C)c1NC(=O)C1CC2CCC1C2 (stereo not drawn) the results were DNMT1 inh 0, NRP1-CendR mod 9, LMPTP block -0.8, Tb MetRS inh 0.3, SUMO1-SIM PPI 8, NadD inh 1, SKN-1 inh -2, Scp-1 inhibitor -10, Neddyl block inactive and STEP inh 4.
CCOC(=O)C1CCN(C(=O)c2ccccc2NS(=O)(=O)c2ccc(C)cc2)CC1 was read as DNMT1 inh 2, NRP1-CendR mod 9, LMPTP block -0.1, Tb MetRS inh -1.1, SUMO1-SIM PPI 3, NadD inh -5, SKN-1 inh -6, Scp-1 inhibitor -1, Neddyl block inactive and STEP inh -3.
`COc1ccc([C@@H]2CC=C(C(=O)O)[C@H](c3ccc(Br)cc3)N2S(=O)(=O)c2ccccc2C)cc1` gave DNMT1 inh 2, NRP1-CendR mod -3, LMPTP block 0.1, Tb MetRS inh 0.2, SUMO1-SIM PPI 3, NadD inh 4, SKN-1 inh -5, Scp-1 inhibitor -17, Neddyl block inactive and STEP inh -4.
For Cc1csc(NC(=O)c2cnc3ccccc3n2)n1 the results were DNMT1 inh 0, NRP1-CendR mod 14, LMPTP block -1.7, Tb MetRS inh -0.5, SUMO1-SIM PPI -19, NadD inh 1, SKN-1 inh -8, Scp-1 inhibitor -4, Neddyl block inactive and STEP inh -1.
`O=C(NCCc1ccccc1)c1ccc(NC(=O)C2CC2)cc1` gave DNMT1 inh 2, NRP1-CendR mod -4, LMPTP block -2.0, Tb MetRS inh 0.0, SUMO1-SIM PPI 2, NadD inh 1, SKN-1 inh 9, Scp-1 inhibitor -4, Neddyl block inactive and STEP inh -2.
Screening COc1ccc(/C=N\NC(=S)SCN2C(=O)C3CCC(C)(C2=O)C3(C)C)cc1 (stereo not drawn) returned DNMT1 inh -10, NRP1-CendR mod 15, LMPTP block 2.8, Tb MetRS inh -1.0, SUMO1-SIM PPI -3, NadD inh 18, SKN-1 inh 4, Scp-1 inhibitor -10, Neddyl block inactive and STEP inh 0.
For COc1cccc(/C=C/C(=O)NCc2ccc(S(N)(=O)=O)cc2)c1 the results were DNMT1 inh 0, NRP1-CendR mod -1, LMPTP block -1.5, Tb MetRS inh -0.5, SUMO1-SIM PPI -10, NadD inh -4, SKN-1 inh 0, Scp-1 inhibitor -4 and STEP inh 3.
COc1ccc(C(=O)NC2CCCN(Cc3ccccc3F)C2)c(OC)c1OC (stereo not drawn) was read as DNMT1 inh 0, NRP1-CendR mod 11, LMPTP block -0.3, Tb MetRS inh -0.6, SUMO1-SIM PPI 6, NadD inh 2, SKN-1 inh 10, Scp-1 inhibitor -9, Neddyl block inactive and STEP inh 2.
For CCCc1nc(C)c2c(=O)[nH]c(-c3cc(S(=O)(=O)N4CCN(CC)CC4)ccc3OCC)nn12 the results were DNMT1 inh -1, NRP1-CendR mod 2, LMPTP block 0.9, Tb MetRS inh -2.0, SUMO1-SIM PPI 9, NadD inh 0, SKN-1 inh -3, Scp-1 inhibitor -11, Neddyl block inactive and STEP inh -4.
For CCc1c(C)nc2[nH]nc(NC(=O)C(F)(F)F)n2c1=O the results were DNMT1 inh 1, NRP1-CendR mod -11, LMPTP block -0.9, Tb MetRS inh -0.4, SUMO1-SIM PPI 1, NadD inh 6, SKN-1 inh 19, Scp-1 inhibitor -4, Neddyl block inactive and STEP inh -3.
`CNC(=O)c1ccc2snnc2c1` gave DNMT1 inh 4, NRP1-CendR mod 8, LMPTP block -0.1, Tb MetRS inh 0.0, SUMO1-SIM PPI -5, NadD inh 2, SKN-1 inh 10, Scp-1 inhibitor -1, Neddyl block inactive and STEP inh -3.
CCN1CCN(c2ncnc3sc4c(c23)CCC(C)C4)CC1 (stereo not drawn) was read as DNMT1 inh 0, NRP1-CendR mod -5, LMPTP block -1.9, Tb MetRS inh -0.9, SUMO1-SIM PPI -1, NadD inh -1, SKN-1 inh 0, Scp-1 inhibitor 5, Neddyl block inactive and STEP inh -2.

Reprinted at random: 3 entries already listed, in no set order.
CCOc1ccc(S(=O)(=O)N2CCN(S(=O)(=O)c3ccc(C(C)=O)cc3)CC2)cc1 was read as DNMT1 inh 18, NRP1-CendR mod 12, LMPTP block -2.9, Tb MetRS inh -0.6, SUMO1-SIM PPI 0, NadD inh 1, SKN-1 inh 22, Scp-1 inhibitor -7, Neddyl block inactive and STEP inh 0.
`O=C(NCCc1ccccc1)c1ccc(NC(=O)C2CC2)cc1` gave DNMT1 inh 2, NRP1-CendR mod -4, LMPTP block -2.0, Tb MetRS inh 0.0, SUMO1-SIM PPI 2, NadD inh 1, SKN-1 inh 9, Scp-1 inhibitor -4, Neddyl block inactive and STEP inh -2.
COc1cccc(OCCOc2ccccc2[N+](=O)[O-])c1 was read as DNMT1 inh -1, NRP1-CendR mod -7, LMPTP block -1.2, Tb MetRS inh -0.9, SUMO1-SIM PPI -7, NadD inh -12, SKN-1 inh -7, Scp-1 inhibitor -14, Neddyl block inactive and STEP inh -1.
